CHRM5 PAM: potentiates acetylcholine response at human M5 receptor. CHO-K1 hM5, Fluo-8 calcium, ACh EC20 PAM; 0% = ACh EC20, 100% = ACh EC100. activation, % at 3 µM. actives 0.3% (n = 360,000). AID 624038. P08912;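 active = activation above the run cutoff, the mean activation of all test compounds plus 3 SD, cut at about 18% in these data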
Target sequence (P08912 whole entry, looked up): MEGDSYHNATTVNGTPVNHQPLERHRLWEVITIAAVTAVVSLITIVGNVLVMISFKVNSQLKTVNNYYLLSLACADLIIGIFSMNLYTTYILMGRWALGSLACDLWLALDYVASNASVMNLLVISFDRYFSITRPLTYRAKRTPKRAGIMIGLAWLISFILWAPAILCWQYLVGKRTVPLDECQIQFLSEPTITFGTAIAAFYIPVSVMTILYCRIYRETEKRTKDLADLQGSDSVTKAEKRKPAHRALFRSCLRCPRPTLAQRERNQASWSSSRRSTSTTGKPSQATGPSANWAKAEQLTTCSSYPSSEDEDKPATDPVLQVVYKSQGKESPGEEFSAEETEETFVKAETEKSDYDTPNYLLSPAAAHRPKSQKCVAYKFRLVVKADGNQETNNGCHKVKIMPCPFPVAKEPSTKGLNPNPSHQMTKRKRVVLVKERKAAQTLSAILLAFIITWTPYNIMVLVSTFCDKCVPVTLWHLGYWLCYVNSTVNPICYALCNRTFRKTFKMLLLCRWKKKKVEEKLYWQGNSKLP
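Probe or stimulus: acetylcholine, EC20 level; Assay system: human M5 receptor in CHO-K1 cells; Schedule: compound preincubation 140 s before EC20 acetylcholine addition; Technique: intracellular calcium via Fluo-8 fluorescence; Dosing: single-point, 3 µM nominal; Read-out basis: percent activation from peak-over-basal fluorescence ratio, scaled EC20-to-EC100 acetylcholine; Repeats: one well per compound, no replicates.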
M4 antag: CHRM4 antagonism in calcium assay; P08173; CHO-hM4 cells, ACh EC80, Fluo-8 calcium fluorescence; inhibition, % at 3 µM; actives 0.73% (n = 360,000); AID 624125;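 active = inhibition above its plate's cutoff, the mean inhibition of sample wells plus 3 SD, cut at about 27% in these data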;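 also: 0% = acetylcholine EC80 with DMSO and 100% = DMSO without agonist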
CRFBP-R2 agonist: agonists of human CRF-binding protein/CRF-R2 receptor complex; HEK293 CRF-R2/CRF-BP, calcium dye fluorescence (FLIPR); percent of saturating CRF peptide response; activation, % at 13.2 µM; actives 0.46% (n = 350,000);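 active = activation of at least 50%, plus an integration ratio under a set limit after plate pattern correction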;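 also: plate controls were neutral control wells without compound for no effect and CRF at EC100 for full effect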
CHRM4 PAM: positive allosteric modulators of human muscarinic M4 receptor; P08173; CHO-K1 hM4/Gqi5, Fluo-8 calcium fluorescence, ACh EC20; 0% = ACh EC20, 100% = maximal ACh; activation, % at 3 µM; actives 0.4% (n = 360,000);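 active = activation above its plate's cutoff, the mean activation of sample wells plus 3 SD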; also: some results filed as inactive read as strong as hits
CHRM4 agonist: agonists of human muscarinic M4 receptor (CHRM4). P08173. CHO-K1 hM4/Gqi5, Fluo-8 calcium fluorescence; vehicle 0%, full acetylcholine response 100%. activation, % at 3 µM. actives 0.14% (n = 360,000). AID 624127;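 active = activation above the run mean over all test wells plus 3 SD, cut at about 32% in these data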;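 also: peak over basal fluorescence ratio per well then scaled between controls; 0% = DMSO wells and 100% = acetylcholine at EC100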
CHRM5 agonist: agonists of human muscarinic M5 receptor (CHRM5). P08912. CHO-K1 hM5 cells, Fluo-8 calcium fluorescence; 0% DMSO wells, 100% maximal acetylcholine response. activation, % at 3 µM. actives 0.19% (n = 360,000). AID 624037;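 active = activation above the run's mean over test compounds plus 3 SD, cut at about 23% in these data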;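 also: signal is peak over basal fluorescence ratio across the kinetic read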
CHRM1 PAM: human CHRM1 positive allosteric modulation. activation, % at 3 µM. P11229. actives 0.088% (n = 360,000). AID 588819. CHO-K1 hM1, Fluo-8 calcium fluorescence, ACh EC20; 0% = ACh EC20, 100% = maximal ACh; in the data active = activation above about 19%, passing the limit was not always enough
Target sequence (P11229 whole entry, looked up): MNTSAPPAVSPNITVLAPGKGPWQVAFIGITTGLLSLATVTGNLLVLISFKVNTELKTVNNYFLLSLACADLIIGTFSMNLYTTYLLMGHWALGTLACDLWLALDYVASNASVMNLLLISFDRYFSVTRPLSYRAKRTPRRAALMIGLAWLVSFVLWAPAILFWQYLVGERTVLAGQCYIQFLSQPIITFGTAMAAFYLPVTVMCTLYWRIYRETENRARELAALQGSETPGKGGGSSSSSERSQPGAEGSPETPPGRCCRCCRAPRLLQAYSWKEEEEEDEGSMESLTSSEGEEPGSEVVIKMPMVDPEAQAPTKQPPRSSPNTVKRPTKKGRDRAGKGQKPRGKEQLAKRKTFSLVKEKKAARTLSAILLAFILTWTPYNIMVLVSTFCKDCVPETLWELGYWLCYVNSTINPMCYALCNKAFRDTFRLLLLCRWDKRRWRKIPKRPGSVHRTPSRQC
CHRM1 antagonist: antagonists of human M1 muscarinic receptor; AID 588852; actives 1.3% (n = 360,000); P11229; inhibition, % at 3 µM; CHO-K1 hM1, Fluo-8 calcium fluorescence, ACh EC80 antagonist;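 active = percent inhibition above its own plate's cutoff, namely the mean of that plate's compound wells plus 3 SD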;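 also: peak over basal fluorescence ratio during 140 s after agonist addition; 0% = ACh EC80 plus DMSO and 100% = DMSO alone without agonist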
CHRM5 antagonist: CHRM5 antagonism in calcium assay; P08912; CHO-hM5 cells, Fluo-8 calcium fluorescence, ACh EC80; inhibition, % at 3 µM; actives 0.59% (n = 360,000);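 active = inhibition above a per-plate cutoff, the mean of that plate's test compounds plus 3 SD, cut at about 27% in these data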;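 also: 0% = acetylcholine EC80 with DMSO and 100% = DMSO without agonist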
Active calls of the source: *; . = no result given.

Sample of the layout (2 entries):
Values run as follows: CHRM5 PAM	M4 antag	CRFBP-R2 agonist	CHRM4 PAM	CHRM4 agonist	CHRM5 agonist	CHRM1 PAM	CHRM1 antagonist	CHRM5 antagonist
[1] C[C@H](NS(=O)(=O)c1ccccc1)C(=O)N1CCN(C(c2ccccc2)c2ccccc2)CC1
 : -7	0	-3.8	-3	1	-9	-10	3	3
[2] O=C(c1ccccc1)c1ccc(OCCO)cc1
 : 4	-4	0.8	6	1	2	16	-21	3

The list itself, from the start:
Values run as follows: CHRM5 PAM	M4 antag	CRFBP-R2 agonist	CHRM4 PAM	CHRM4 agonist	CHRM5 agonist	CHRM1 PAM	CHRM1 antagonist	CHRM5 antagonist
[1] C[C@H](NS(=O)(=O)c1ccccc1)C(=O)N1CCN(C(c2ccccc2)c2ccccc2)CC1
 : -7	0	-3.8	-3	1	-9	-10	3	3
[2] O=C(c1ccccc1)c1ccc(OCCO)cc1
 : 4	-4	0.8	6	1	2	16	-21	3
[3] Cc1cccc(C)c1NC(=O)COC(=O)c1nonc1N
 : -4	-9	-2.8	1	0	-3	2	-3	-4
[4] CC(NC(=O)c1ccccc1)C(=O)OCC(=O)c1ccc(Br)cc1 (centres undefined)
 : -3	-11	-1.3	1	5	1	3	-11	-5
[5] CC(C)C(=O)Nc1cc(S(=O)(=O)Nc2ccc(Cl)cc2)ccc1Cl
 : 4	4	0.7	12	-1	-7	-1	-3	2
[6] COCCNC(=O)c1ccc(N2CC3CC(C2)c2cccc(=O)n2C3)c(NC(=O)c2ccc(Br)o2)c1 (centres undefined)
 : 2	-4	-1.0	-1	1	-2	16	-15	5
[7] CC(C)c1nc2sc3c(SCC(=O)NCc4ccco4)ncnc3c2c2c1CCC2
 : 2	4	0.8	4	1	-1	10	-14	-2
[8] C1CCC(OCCN2CCN(CCOC3CCCCC3)CC2)CC1
 : -3	1	1.2	-1	1	-1	-2	-8	3
[9] CSc1n[nH]c(NC(C)=O)n1
 : 6	-11	-1.2	3	1	0	12	-13	1
[10] O=C(Nc1cccc(C(F)(F)F)c1)C1CC(=O)N(CCc2ccccc2)C1 (centres undefined)
 : -2	1	1.4	5	3	0	9	-7	5
[11] O=C(CNC(=S)N(Cc1ccccc1Cl)C1CCCC1)NCCN1CCOCC1
 : 7	-2	-0.1	-2	0	1	7	-5	3
[12] COc1ccc(-c2nnc3n2CCCCC3)cc1OC
 : 8	3	1.7	0	1	-2	5	-2	6
[13] O=C(NCCNc1ccc([N+](=O)[O-])cc1)c1ccccc1Br
 : -4	-8	1.2	2	7	4	10	-12	-4
[14] CCCNC(=O)C(Cc1ccccc1)NC(=O)c1ccc(C(C)(C)C)cc1 (centres undefined)
 : 6	4	-0.1	1	1	-2	-2	5	3
[15] C=CCNC(=O)NC(=O)COC(=O)c1cccnc1SC
 : -4	13	-0.8	4	-1	3	9	-3	7
[16] CCOc1ccc(NC(=O)CN2CCN(c3ccc(F)cc3)CC2)cc1S(=O)(=O)N1CCCC1
 : -4	-9	0.1	4	4	1	-1	-7	-7
[17] CC(C(=O)c1ccccc1)n1c(N2CCOCC2)nc2c1c(=O)n(C)c(=O)n2C (centres undefined)
 : 1	-4	1.3	6	1	-2	3	-8	-3
[18] CC(=O)c1cccc(NC(=O)C2=CC(c3ccco3)=NS(=O)(=O)N2C)c1
 : 4	-1	1.4	-1	4	1	3	-4	-7
[19] NC(=O)C1CCN(CC(O)CSc2ccccc2)CC1 (centres undefined)
 : 13	-2	-0.8	16	0	4	13	-10	-5
[20] CCOC(=O)C1CCN(C(=O)COC(=O)/C=C/c2cccc(OC)c2OC)CC1
 : 1	-12	-0.2	18	7	24*	14	-9	3
[21] O=C(C(O)c1ccccc1)N1N=C(c2ccccc2)CC1(O)C(F)(F)F (centres undefined)
 : -9	3	-2.6	0	2	4	2	-4	-7
[22] O=C(CCc1nc2ccccc2c(=O)[nH]1)N1CCN(S(=O)(=O)c2cccc(F)c2)CC1
 : -6	7	-2.6	-7	3	0	-4	5	1
[23] Cn1c(=O)n(C)c2cc(S(=O)(=O)N3CCCc4ccccc43)ccc21
 : -5	-7	-0.6	1	4	1	9	-6	8
[24] O=C(C1CCCCN1S(=O)(=O)c1ccccc1[N+](=O)[O-])N1CCOCC1 (centres undefined)
 : 5	1	1.2	5	1	-1	7	-6	7
[25] Cc1ccc(NC(=O)c2sc3ncn(CC(=O)N4CCOCC4)c(=O)c3c2C)c(Br)c1
 : 3	3	1.4	-2	1	0	3	2	3
[26] COc1ccccc1NC(=O)CSc1nnc(-c2ccc(C)cc2)o1
 : -4	-5	0.6	3	2	2	0	-1	6
[27] CN(C)S(=O)(=O)c1cccc(C(=O)NCCNC(=O)c2cccc(S(=O)(=O)N(C)C)c2)c1
 : 2	-16	3.1	8	1	-2	15	-16	1
[28] CC(=O)Nc1cncc(-c2cnn(CC(C)C)c2)n1
 : 0	-2	.	-2	2	1	16	-14	1
[29] OC(c1ccc(Cl)c(F)c1)c1ncc(-c2cccc(C(F)(F)F)c2)[nH]1 (centres undefined)
 : -3	9	.	0	9	4	-5	12	-1
[30] Cc1ccc(CN2CCN(/N=C/c3ccc(N(C)C)cc3)CC2)cc1
 : -4	0	0.9	-6	1	-4	7	-10	5
[31] Cc1ccc(-n2c(SCC(=O)NCCN3C(=O)CSC3=O)nnc2-c2cccc(C)c2)cc1
 : 2	5	-1.1	-12	1	-3	-7	-3	-7
[32] Cc1ccc(C(O)c2ncc(-c3ccccc3C)[nH]2)cc1 (centres undefined)
 : -5	-20	.	6	1	0	12	-23	8
[33] CCOC(=O)C1=C(CN2CCCCCC2)NC(=O)NC1c1ccc2c(c1)OCO2 (centres undefined)
 : -8	0	-6.9	-12	12	-5	-6	15	15
[34] COc1ccc(N2CC(O)=C(c3nc(-c4ccc(Br)cc4)cs3)C2=N)cc1
 : 9	-8	0.9	10	2	0	9	-13	4
[35] COc1ccc(C(=O)N2CCC(C(=O)O)CC2)c2ccccc12
 : -2	4	1.0	1	0	0	7	-4	9
[36] O=S(=O)(c1ccc(SCc2ccccc2)nc1)N1CCCCC1
 : -1	-2	3.1	-4	-1	-1	-3	3	11
[37] CCSc1nnc2c(Cl)cc(Cl)cn12
 : 2	-1	1.0	3	1	0	3	-15	-4
[38] CCCCN1C(=N)N([C@@H](CCC)CN2CCC[C@H]2CN2C(N)=NC[C@H]2CC(C)C)C[C@H]1Cc1ccccc1
 : 0	5	3.7	-5	0	-3	-4	-8	1
[39] CN(C)c1ncnc2c1ncn2[C@H]1CN(Cc2ccc3c(c2)OCO3)C[C@@H](CO)O1
 : -6	4	.	-1	2	0	-9	11	9
[40] CSc1ncnc2c1ncn2CCCN1CCN(Cc2cccc3ccccc23)CC1
 : -5	-8	-0.7	-7	7	-2	-12	7	10
[41] COc1cccc(CNC(=O)CN2C(=O)CSc3ccc(S(=O)(=O)N4CCOCC4)cc32)c1
 : 0	-8	-2.7	5	1	-3	13	-17	2
[42] O=C(COC(=O)/C=C/c1ccc2ccccc2n1)NNC(=O)c1ccccc1
 : -2	-21	1.0	1	3	-1	3	-9	3
[43] CCn1cnc2c1c(=O)n(Cc1ccc(C(=O)OC)cc1)c(=O)n2Cc1ccccc1
 : 4	-3	0.2	7	1	-2	9	-8	1
[44] O=C(NC(NC(=S)Nc1c(Cl)cc(Cl)cc1Cl)C(Cl)(Cl)Cl)OCc1ccccc1 (centres undefined)
 : -10	-4	1.6	2	3	-1	-12	19	3
[45] Cc1ccc(-c2cc(C(F)(F)F)n3ncc(C(=O)N4CCCc5ccccc54)c3n2)cc1
 : 3	6	-0.2	-3	1	2	-3	-2	-4
[46] O=c1cc(CN2CCCCC2)c2c(ccc3ccccc32)o1
 : -2	-7	.	2	-1	0	-4	-1	2
[47] COc1ccc2oc(C(=O)OC(C)C(=O)Nc3ccc(N4CCOCC4)cc3)c(C)c2c1 (centres undefined)
 : 8	7	-0.6	2	1	0	-6	11	7
[48] CC(C)CC(=NNC(=O)c1ccncc1)c1cc(Cl)ccc1O
 : -16	-4	150*	-3	40*	38*	-2	-3	13
[49] CC(=O)C(Sc1ccc2nnc(-c3ccncc3)n2n1)C(C)=O
 : -1	2	-1.7	-1	0	2	1	0	0
[50] O=S(=O)(Nc1ccc2c(c1)OCO2)c1ccc(F)c(F)c1
 : 6	-1	0.2	-1	1	-10	6	-4	-8
[51] CCOC(=O)c1ccc(N(CC(=O)NC2CCCC2)C(=O)CNC(=O)c2ccco2)cc1
 : 2	2	1.7	2	1	1	6	-19	-4
[52] Cc1cc(C)c(S(=O)(=O)N2CCN(C(=O)c3cc4ccccc4o3)CC2)c(C)c1
 : -1	-5	3.7	-5	2	-4	1	3	-9
[53] COc1ccc(OCCC(=O)NC2CCCCC2)cc1
 : 6	7	-0.7	-6	0	-1	4	-3	7
[54] O=C(c1ccc(OC2CCN(Cc3cccc(OCCO)c3)CC2)cc1)N1CCCC1
 : 0	-6	0.0	-2	1	-9	-3	0	-2
[55] CCCn1c(SCC(=O)c2cc(C)c(C)cc2C)n[nH]c1=O
 : -5	8	-1.5	-7	2	3	-1	5	4
[56] CCOc1cc(C(=O)Nc2ccccc2N2CCOCC2)ccc1OCC(=O)N1CCOCC1
 : 3	0	0.6	-3	2	2	-2	4	-3
[57] CCCn1nc(C(=O)NCCc2ccc(S(N)(=O)=O)cc2)c2ccccc2c1=O
 : -3	0	0.1	4	1	-2	3	-21	9
[58] CC(C)n1nnnc1SCC(=O)NCc1cccs1
 : -5	-6	2.1	3	0	-1	10	-16	1
[59] COc1ccc(/C(O)=C2\C(=O)C(=O)N(c3cc(C)on3)C2c2ccccc2OC)cc1C (centres undefined)
 : -1	2	1.1	7	-2	1	7	-14	0
[60] CC(=O)Nc1ccc(C(=O)n2cnc3cc(C)c(C)cc32)cc1
 : 3	-2	-0.6	1	0	-2	4	-18	-2
